# Sm TGR inh: inhibitors of Schistosoma mansoni thioredoxin glutathione reductase | Q962Y6 | purified TGR, DTNB reduction, TNB absorbance 405 nm | Potency, µM (highest dose often 114 µM), without a hit: top-dose activity change, negative = inhibition, hits mostly inhibitors | 360,000 compounds, 3% hits | AID 485364; also: potency is read from the fitted curve at half-maximal effect; % is scaled to controls: 0 for no effect and ±100 for the full control effect; nearly all actives have a fitted effect of over 60% in size
#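 First, TGR (20 nM dispensed) and NADPH were mixed with compound. Second, a 15 min room-temperature incubation followed. Third, further NADPH and then DTNB were added to start the reaction. Finally, TNB absorbance was monitored kinetically.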
# Pf growth 48h: P. falciparum growth inhibition at 48 hours (one generation); P. falciparum luciferase growth in erythrocytes, 48 h; Potency, µM (series often up to 28.7 µM), inactives show at the highest dose activity change, negative = inhibition, usual class: inhibitors; 310,000 compounds, 5.9% hits; AID 504832; also: potency is read from the fitted curve at half-maximal effect; % is scaled to controls: 0 for no effect and ±100 for the full control effect
#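 Firefly luciferase activity from engineered P. falciparum reports growth; inhibitors lower the luminescent signal. Cultures contained 2% hematocrit erythrocytes at 0.1% final parasitemia.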
# Pf growth 96h: P. falciparum growth inhibition at 96 hours; P. falciparum luciferase reporter growth, 96 h; Potency, µM (highest dose often 28.7 µM), without a hit: at the highest dose activity change, negative = inhibition, hits mostly inhibitors; 320,000 compounds, 6.9% hits; AID 504834; also: potency is read from the fitted curve at half-maximal effect; % is scaled to controls: 0 for no effect and ±100 for the full control effect
#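 P. falciparum expressing integrated firefly luciferase, in erythrocytes at 2% hematocrit, 0.05% parasitemia, incubated with compounds 96 h at 37 C, 5% CO2. Growth inhibition read as loss of luminescence; two-generation exposure targets delayed-death apicoplast inhibitors.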
# Shiga inhibitor: blocks Shiga toxin action in Vero cells; inhibition, % at 38.7 µM; 290,000 compounds, 9.2% hits; Vero cells, Shiga toxin protein synthesis inhibition reporter; AID 2315; in the data active = inhibition mostly above about 28%, no sharp cut-off; inactive = mostly below about 43%; also: 0% is about no effect
# CHX counter: affects cycloheximide protein synthesis inhibition readout, counter-screen. cell reporter, cycloheximide protein synthesis inhibition counterscreen. max response, %. 300,000 compounds, 12% hits. AID 2314; in the data active = max response mostly above about 13%, no sharp cut-off; inactive = mostly below about 14%; also: read at 38.3 µM for the half of the compounds with a filed dose; 0% is about no effect
# FBPA Giardia inh: blocks Giardia fructose-bisphosphate aldolase activity. A8B2U2. purified Giardia FBPA. Potency, µM (highest dose often 59.6 µM), inactives show at the top dose activity, negative = inhibition, most hits filed as inhibitors. 290,000 compounds, 0.71% hits; also: potency is read from the fitted curve at half-maximal effect; % is scaled to controls: 0 for no effect and ±100 for the full control effect; nearly all actives have a fitted effect of over 55% in size
# Target sequence (A8B2U2 whole entry, looked up): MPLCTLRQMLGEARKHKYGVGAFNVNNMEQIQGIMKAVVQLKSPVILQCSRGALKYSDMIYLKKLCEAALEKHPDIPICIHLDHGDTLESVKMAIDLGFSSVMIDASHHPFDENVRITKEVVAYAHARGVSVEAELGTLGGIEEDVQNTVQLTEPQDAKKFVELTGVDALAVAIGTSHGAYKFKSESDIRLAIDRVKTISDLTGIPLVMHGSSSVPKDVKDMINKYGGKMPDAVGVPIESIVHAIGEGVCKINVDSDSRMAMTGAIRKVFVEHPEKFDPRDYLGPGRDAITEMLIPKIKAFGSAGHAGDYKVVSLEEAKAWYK
#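 Giardia FBPA (40 nM reagent) was preincubated 10 min at RT with compound (up to 57.5 uM final), then substrate plus GAPDH/TPI/NAD/arsenate coupling system with diaphorase/resazurin was added; resorufin fluorescence (525/598 nm) was read after 20 min.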
# An asterisk follows results filed as active; u = inconclusive; x = not tested or not shown; & = joins results of further samples; [ ] = dose if it differs, or a comment. Unless noted, calls follow the shape of the dose curve; as a rule, active = well fitted curve in the direction sought with a large enough effect; inconclusive = small, poorly fitted or top-dose-only effect, or another doubt; inactive = no such curve, though single readings can be large; an effect the other way counts as inactive or inconclusive.
1. Cc1cc(N(CN2CCCC2=O)C(=O)c2ccc(F)cc2)no1
2. CCn1c(SCC(=O)Nc2ccccc2C(=O)OC)nnc1-c1cccc(C)c1
3. Cc1ccc(/C=C2\Oc3cc(OC(=O)N4CCOCC4)ccc3C2=O)cc1
4. COc1nc(NCC(C)C)nc(Oc2ccc(=O)n(-c3ccccc3)n2)n1
5. CSC(=O)NC12CC3CC(CC(C)(C3)C1)C2
6. COc1ccc(CCNC(=O)CCC(=O)NC2CCCC(C)C2C)cc1OC (configuration not stated)
7. COC(=O)C(=Cc1ccc(-c2ccsc2C(=O)OC)o1)C(=O)OC
8. CC1CCN(S(=O)(=O)c2ccc3c(ccn3CC(=O)O)c2)CC1

Assay by compound,1,2,3,4,5,6,7,8
FBPA Giardia inh,8%,-7%,6%,5%,-2%,-2%,-2%,10%
Pf growth 96h,u,u,u,17%,u,u,-15%,-20%
Shiga inhibitor,-8,3,-7,42,3,0,45*,-23
Sm TGR inh,0%,-13%,-10%,8%,-3%,0%,-1%,10%
Pf growth 48h,35%[activator],x,-2%,x,11%,28%,-9%,25%
CHX counter,-1,5,-1,-2,-4,0,38*,-6

9. CC1CCN(S(=O)(=O)c2ccc(C(=O)NNC(=O)C3CC3)cc2)CC1
10. CCOc1ccccc1CNc1ccc(N2CCOCC2)c(C(=O)O)c1
11. CC(=O)N1c2ccc(S(=O)(=O)N3CCC(C(=O)NCc4ccc(N(C)C)cc4)CC3)cc2CC1C (configuration not stated)
12. O=C(N/N=C1\CCCc2ccccc21)c1cccc(Br)c1
13. CCCCNc1c([N+](=O)[O-])cc(C(=O)O)cc1[N+](=O)[O-]
14. COc1ccc(C(=O)C[n+]2ccc3c(c2)nc(-c2ccccc2)n3C)cc1
15. COc1cccc(NC(=O)COC(=O)c2cc(S(=O)(=O)N3CCOCC3)ccc2C)c1
16. c1ccc(C2=Nc3ccccc3OC2)cc1

Assay by compound,9,10,11,12,13,14,15,16
FBPA Giardia inh,0%,-1%,7%,-6%,28%,7%,-4%,-9%
Pf growth 96h,-8%,u,-17%,7%,-3%,33%,21%,u
Shiga inhibitor,-4,-18,-2,59*,17,-10,16,43
Sm TGR inh,-4%,0%,-16%,0%,-3%,5%,-2%,50µM*
Pf growth 48h,3%,19%,-19%,66%[activator],8%,2.3µM*,x,x
CHX counter,-1,-4,-3,38*,-6,-2,5,21*

17. CCN(c1ccc(NC(=O)CCc2nc3sc4c(c3c(=O)[nH]2)CCCC4)cc1)C(C)C
18. C=C1CCC2[C@](C)(CO[C@@H]3O[C@H](CO)[C@@H](O)[C@H](O)[C@H]3O)CCC[C@@]2(C)[C@@H]1CCC1=CCOC1=O (some centres not stated)
19. CCOc1ccc(NC(=O)c2ccc(NC(=O)c3cn4c5c(c(N6CCN(C)CC6)c(F)cc5c3=O)OCC4C)cc2)cc1 (configuration not stated)
20. COc1ccccc1OCCn1c(SCC(N)=O)nc2ccccc21
21. Cc1cccc2cc3c(nc12)SC(=NCC1CCCO1)N(Cc1ccco1)C3 (configuration not stated)
22. CSc1nnc(-c2ccncc2)n1CCCN1CCCC1=O
23. CC(C)C[C@H](NC(=O)c1ccc(NCc2cnc[nH]2)cc1-c1cccc2ccccc12)C(=O)O
24. COc1cccc(OC)c1C(=O)Nc1ccccc1C(=O)N1CCCCCC1

Assay by compound,17,18,19,20,21,22,23,24
FBPA Giardia inh,x,x,18%,9%,0%,1%,7%,3%
Pf growth 96h,u,2%,2.6µM*,u,-6%,71%[activator],x,-5%
Shiga inhibitor,x,x,-5,-12,41,-5,-9,0
Sm TGR inh,-12%,-14%,4%,1%,u,1%,x,-19%
Pf growth 48h,u,u,2.3µM*,-8%,4.1µM*,14%,x,3%
CHX counter,x,x,1,-1,20*,-3,-7,-7

25. Cc1nn(-c2cc(C(F)(F)F)ccc2Cl)c2nc(C(F)(F)F)[nH]c(=O)c12
26. Cc1ccccc1NC(=O)Cc1nnc(SCc2ccc(Cl)c(Cl)c2)n1C
27. COc1cc(NS(=O)(=O)c2ccc(NC(=O)C3CCCO3)cc2)nc(OC)n1 (configuration not stated)
28. [O-]/C(=C(\C(=S)Nc1ccc(SC(F)F)cc1)[n+]1ccccc1)c1cc(Cl)ccc1Cl
29. O=C(N/N=C/c1ccc2c(c1)OCO2)c1ccc(Cn2cc([N+](=O)[O-])cn2)o1
30. CCCSCC(=O)Nc1ncc2c(n1)-c1ccccc1CC2
31. CCCC(=O)Nc1ccc2nc(SCC(=O)Nc3nccs3)sc2c1
32. O=C1C=C(NCc2ccc3c(c2)OCO3)CC(c2ccccc2)C1 (configuration not stated)

Assay by compound,25,26,27,28,29,30,31,32
FBPA Giardia inh,-5%,-12%,1%,-14%,1%,u,-15%,2%
Pf growth 96h,11%,-33%,-14%,-11%,-7%,38%[activator],12%,-17%
Shiga inhibitor,-3,-11,-19,40,39*,25,2,-15
Sm TGR inh,-8%,-5%,1%,5%,-1%,u,-1%,10%
Pf growth 48h,-17%,u,6%,-14%,3%,446%[activator],10%,1%
CHX counter,-1,-1,-3,20,12,9,7,-2

33. O=C(NCC(O)c1ccc([N+](=O)[O-])cc1)C(c1ccccc1)c1ccccc1 (configuration not stated)
34. NC(=O)c1ccccc1
35. Cc1ccc(NC(=O)c2c(C(F)(F)F)nn(C)c2Cl)cc1C
36. CCCC(=O)N1CCN(c2ccc(C(=O)c3ccc(OC)c(Br)c3)cc2F)CC1
37. O=c1[nH]c(=O)n(-c2cccc3ccccc23)c(O)c1/C=N/N1CCCCC1
38. Cc1cc(C)cc(OC(C)c2ccnc3nc(/N=C/N(C)C)nn23)c1 (configuration not stated)
39. Brc1cccc(-c2nnc3sc(CN4CCCCC4)cn23)c1
40. COc1cc(S(=O)(=O)NCc2ccccn2)ccc1Cl

Assay by compound,33,34,35,36,37,38,39,40
FBPA Giardia inh,4%,2%&0%,4%,2%,-3%,5%,-3%,-18%
Pf growth 96h,-21%,7%,72%[activator],-16%,32%[activator],u,-3%,17%
Shiga inhibitor,-7,-17,29*,-23,-1,-10,22,7
Sm TGR inh,-9%,8%,0%,0%,5%,16%,-3%,65%[activator]
Pf growth 48h,-21%,3%,42%[activator],-3%,0%,u,4%,27%
CHX counter,-2,-1,-2,-5,-4,-2,-1,1

41. COc1cc(/C=N/N2CCN(c3ccccc3)CC2)ccc1OC(C)=O
42. COc1ccc(NC(=O)CN(Cc2ccccc2)S(C)(=O)=O)cc1OC
43. CCOc1ccccc1Oc1coc2cc(OC(=O)N(C)C)ccc2c1=O
44. COc1ccc(OCC(=O)Nc2cc(S(=O)(=O)N3CCCC3)ccc2OCC(F)(F)F)cc1
45. CCN(CC)C(=O)CN(C#N)c1nc(NC(C)C)nc(NC(C)C)n1
46. COc1cccc(N(CC(=O)NC2CCCC2)C(=O)CCCC(=O)Nc2ccccn2)c1
47. C/C(=N\NC(=O)c1cc2ccccc2cc1O)c1cc2ccccc2o1
48. CCc1nc(CN2CCN(Cc3ccc(F)c(F)c3)C(CCO)C2)c(C)[nH]1 (configuration not stated)

Assay by compound,41,42,43,44,45,46,47,48
FBPA Giardia inh,-1%,2%,2%,x,2%,7%,-19%,1%
Pf growth 96h,2%,-34%,2%,-5%,39%[activator],-25%,u,u
Shiga inhibitor,24,-6,55*,x,-15,-5,14,-2
Sm TGR inh,-9%,-2%,3%,0%,7%,-10%,0%,-31%
Pf growth 48h,-1%,17%,7%,u,u,-6%,u,u
CHX counter,15,-7,36*,x,-3,-2,9,-2

49. COc1cc(C=O)ccc1OC(=O)c1ccc(C(C)C)cc1
50. CC1(C)OC(=O)C(=NNc2ccccc2)C(=O)O1
51. CCCOc1c(OC)cccc1C1CC(=O)Nc2cc(OC)c(OC)c(OC)c21 (configuration not stated)
52. CCOC(=O)c1sc2nc(C(C)C)c3c(c2c1N)CCC3
53. COc1cc2cc(CN(C(=O)Nc3ccccc3)C3CCCC3)c(=O)[nH]c2cc1OC
54. CCOC(=O)CSc1nnc(Cc2ccccc2)n1-c1ccc(C)cc1
55. COCCCNC(=O)c1ccc2nc3ccccc3c(=O)n2c1
56. CCN(C(=O)Cn1c(=O)oc2ccccc21)c1ccc(C)c(C)c1

Assay by compound,49,50,51,52,53,54,55,56
FBPA Giardia inh,-3%,-5%,-19%,3%,-5%,6%,x,-6%
Pf growth 96h,9%,-23%,2%,49%[activator],-14%,-27%,x,25%
Shiga inhibitor,34,36*,-10,-14,-12,2,-1,17
Sm TGR inh,2%,0%,-6%,-4%,u,-6%,25%,-2%
Pf growth 48h,102%[activator],21%,u,23%,x,3%,43%[activator],u
CHX counter,35*,8,6,-2,-3,-5,13*,-5

57. NC(=O)CC(NC(=O)Cc1ccc(Br)cc1)c1ccc(NCCN2CCCCC2)c([N+](=O)[O-])c1 (configuration not stated)
58. CCOC(=O)c1c(SCC(=O)Nc2nccs2)nc(C)c(C)c1C
59. Cc1ccc(N(CC(=O)N/N=C/c2ccco2)S(=O)(=O)c2ccccc2)cc1
60. COc1cc(-c2c(C#N)c(N)nc(SCc3ccncc3)c2C#N)cc(OC)c1OC
61. Cc1ccc(NC(=O)CC(C)CC(=O)NCc2ccccc2)cc1Cl (configuration not stated)

Assay by compound,57,58,59,60,61
FBPA Giardia inh,1%,x,-2%,0%,-1%
Pf growth 96h,0.01µM*,u,u,u,u
Shiga inhibitor,1,36*,-19,-11,-6
Sm TGR inh,-25%,-20%,25µM*,-1%,-13%
Pf growth 48h,29%,48%[activator],u,13µM*,-1%
CHX counter,2,26*,5,2,1

# High-throughput results from PubChem.
